H37Rv inhibition: M. tuberculosis growth inhibition, HTS (AID 449762) | M. tuberculosis H37Rv growth inhibition, 7H9 media; higher % means a stronger effect | inhibition, % at 25 µM, or IC50 in µM where a hit was titrated | actives 0.59% (n = 330,000); in the data active means a potency from the dose series; inconclusive means inhibition above about 70% without an active follow-up result;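 further: bacterial growth assessed after seven days of incubation; strong numbers were not always called active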
M. tuberculosis: growth inhibition of non-replicating M. tuberculosis (AID 488890); Mycobacterium tuberculosis non-replicating, growth inhibition; higher % means a stronger effect; inhibition, % at 25 µM; hits with a dose series show IC50 in µM; actives 0.39% (n = 320,000); in the data active means a potency from the dose series; inconclusive means inhibition mostly from about 82% at the one dose, without a potency; inactive means the rest, 99 in 100 with inhibition below about 76%;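 further: plate controls were DMSO cells for no effect and high antibiotic wells for full effect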
inhibitors of VEEV: inhibitors of VEEV TC-83 cytopathic effect, confirmation, Vero cells (AID 588727). Vero cells, VEEV TC-83 cytopathic effect inhibition; higher % means a stronger effect. inhibition, % at 20 µM, or IC50 in µM where a hit was titrated. actives 0.13% (n = 350,000); in the data active means a potency from the dose series; inconclusive means inhibition mostly from about 14% at the one dose, without a potency; inactive means the rest, 99 in 100 with inhibition below about 12%; further: strong numbers were not always called active
Salmonella PhoP GFP: PhoP regulon inhibitors, Salmonella typhi PhoP promoter GFP reporter, confirmatory (AID 1850). Salmonella Typhi PhoP-promoter GFP reporter, fluorescence, 4 h; higher % means a stronger effect. one-dose inhibition, % at 50 µM; IC50 in µM for titrated hits. actives 0.33% (n = 310,000); in the data active means a potency from the dose series; inconclusive means inhibition mostly from about 25% at the one dose, without a potency; inactive means the rest, 99 in 100 with inhibition below about 19%;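 further: 0% = induced wells with vehicle and 100% = uninduced wells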
influenza NS1A: H1N1 influenza NS1A inhibitors, functional cell based assay (AID 504329); NS1A functional cell-based assay, percent inhibition; higher % means a stronger effect; inhibition, % at 12.5 µM, or IC50 in µM where a hit was titrated; actives 0.3% (n = 340,000); in the data active means a potency from the dose series; inconclusive means inhibition above about 27% without an active follow-up result; further: strong numbers were not always called active
inhibitors of VEEV 10K pilot screen: second read-out of inhibitors of VEEV, no call of its own (marks repeat the call); inhibition, %; measured here: 10K pilot screen inhibition
Active calls of the source: *; i = inactive; ? = inconclusive; / = not tested or not shown; & = joins results of further samples. Rows were taken by chance; 1.5% or so of the library scored in one or more.

SMILES	H37Rv inhibition	M. tuberculosis	inhibitors of VEEV	Salmonella PhoP GFP	influenza NS1A	others
CCOc1ccccc1CN1CCNC(=O)C1CC(=O)NCCC1=CCCCC1 (centres undefined)	2%	36%	4.0%	-12%	2%
CCSc1nnc(NC(=O)C(C)Sc2nc3ccccc3[nH]2)s1 (centres undefined)	6%	65%	9.5%	4%	-12%
O=C(CSc1nnc(NC(=O)c2ccco2)s1)Nc1ccc2c(c1)OCCO2	-4%	1%	1.7%	-10%	-7%
Cc1ccc(-n2ccn(CC(=O)NCCc3ccccc3)c(=O)c2=O)cc1C	6%	-3%	2.6%	-3%	4%
COC(=O)c1cc(NC(=O)c2cccc(C(F)(F)F)c2)c(=O)oc1C	2%	-9%	1.5%	9%	5%	inhibitors of VEEV 10K pilot screen=1.3
CCOc1ccc(N2CC(=O)SC2=S)cc1	-6%	10%	1.8%	4%	-7%
CCOC(=O)N1CCN(c2ccc(S(=O)(=O)N(Cc3ccccc3)Cc3ccccc3)cn2)CC1	-6%	6%	0.5%	-9%	6%
CCOC(=O)C1(C(=O)OCC)CCN(S(=O)(=O)c2ccccc2)CC1	/	/	i	/	-15%
C=CCN1C(=O)c2ccccc2NC1c1cc(Br)cs1 (centres undefined)	5%	16%	i	-8%	9%
CN(C)c1nc(C#N)nc(N2CCOCC2)n1	6%	14%	0.6%	-3%	3%
CCC1(C2=CCCCC2)C(=O)NC(=O)N=C1N (centres undefined)	/	/	0.4%	/	-6%
Cc1cc(NC(=O)c2ccccc2)c(Cl)cc1N	/	/	0.5%	/	-12%

Next part (three carried over from the part before).
SMILES	H37Rv inhibition	M. tuberculosis	inhibitors of VEEV	Salmonella PhoP GFP	influenza NS1A	others
CN(C)c1nc(C#N)nc(N2CCOCC2)n1	6%	14%	0.6%	-3%	3%
CCC1(C2=CCCCC2)C(=O)NC(=O)N=C1N (centres undefined)	/	/	0.4%	/	-6%
Cc1cc(NC(=O)c2ccccc2)c(Cl)cc1N	/	/	0.5%	/	-12%
CC(C)Oc1ccc(S(=O)(=O)N2CCCCC2)cc1NC(=O)CN1C(=O)NC2(CCCC2)C1=O	0%	4%	3.3%	-8%	-3%
Cc1cc(S(=O)(=O)N2CCOCC2)ccc1OCC(=O)Nc1ccc(Br)cc1F	5%	-7%	2.1%	9%	1%
C=CCC[C@@H](Cc1ccc(F)cc1)C(=O)OC[C@H](Cc1c[nH]c2ccccc12)NC(=O)[C@@H](CC=C)CC(=O)N[C@@H](CO)Cc1ccccc1	-4%	20%	0.9%	/	-11%
O=C(NCCc1ccc(F)cc1)c1n[nH]c2ccccc12	7%	20%	10%	8%	12%
COc1ccc(-c2cn3cc(C)ccc3n2)cc1OC	-1%	6%	6.3%	4%	3%
Nc1nc(SCC(=O)Nc2ccc(OCc3ccccc3)cc2)n[nH]1	2%	3%	1.7%	2%	-14%
Cc1ccc(NC(=O)NC(=O)c2ccccc2)cc1F	-6%	7%	1.1%	3%	1%
Cc1cccc(N2C(=O)CS/C2=N\NC(=O)c2ccc(Cl)cc2)c1C	-8%	39%	0.1%	10%	0%
Cc1cccc(NC(=O)c2ccccc2NC(=O)C2CCCCC2)c1C	15%	3%	7.8%	1%	6%
COc1cccc(Oc2ccc(C(F)(F)F)cc2NC(=O)CCc2nc3ccccc3c(=O)[nH]2)c1	44%	17%	1.3%	-8%	-7%
O=[N+]([O-])c1ccc(COc2ccc(CNc3ccccc3)cc2)cc1	-6%	55%	i	-4%	-5%
CCn1c(Cc2ccc(OC)cc2)nnc1SCC(=O)Nc1cccc(C(=O)OC)c1	-4%	32%	2.0%	-8%	1%
Cc1ccc(-c2csc(N3CCN(CCCn4c(C(F)(F)F)nc5ccccc54)CC3)n2)cc1	?	15%	i	-11%	-1%
CN(Cc1ccccc1)C(=O)CCS(=O)(=O)c1cc2c(cc1Cl)NC(=O)CO2	2%	0%	0.5%	-4%	2%	inhibitors of VEEV 10K pilot screen=0.6
COc1cc([N+](=O)[O-])ccc1NC(=O)C[n+]1cccc(C)c1	1%	6%	4.7%	-13%	3%
COc1cc(C(=O)Nc2ccc(O)cc2)ccc1OC(C)=O	-7%	-3%	7.9%	-12%	-1%
COC(=O)C1=C(c2ccc(F)cc2OCc2ccccc2)C[C@@H]2CC[C@H]1N2C(=O)NCc1ccccc1OC	-5%	36%	5.1%	/	-1%
OCCC1CN(Cc2cnc(-c3ccccc3)s2)CCN1CCc1ccccc1 (centres undefined)	3%	14%	0.8%	-2%	3%	inhibitors of VEEV 10K pilot screen=0.1
Cc1cccc(NC(=O)CN2CCC(NC(=O)C3CCCCC3)CC2)c1C	1%	-16%	i	-5%	-13%
CNC(=O)CN(Cc1ccccc1)S(=O)(=O)c1ccc(Cl)cc1	-1%	8%	i	-7%	-4%
COc1ccc(/C(N)=N/OC(=O)Cc2ccc(C)cc2)cc1	6%	4%	0.5%	-5%	-19%
Cc1cc(C)nc(SCC(=O)Nc2ccc(S(=O)(=O)Nc3ncccn3)cc2)n1	6%	-14%	2.0%	-10%	2%
O=C(NCc1ccc(-c2csnn2)cc1)c1cccs1	2%	-9%	0.8%	3%	7%
COc1cc(/C=N/NC(=O)COc2ccccc2[N+](=O)[O-])ccc1OC(=O)c1ccco1	4%	9%	0.2%	-9%	7%
Cc1cc(=O)oc2ccc(OCC(=O)N(Cc3ccc(F)cc3)Cc3ccco3)cc12	-6%	/	1.3%	-13%	10%
CCOC(=O)C1C2C=CC3(CN(c4cccc(Cl)c4)C(=O)C13)O2 (centres undefined)	-3%	4%	i	-4%	-6%
CCOc1ncnc2c1[nH]c1ccccc12	-9%	5%	1.4%	8%	-13%
c1ccc(CN2CCC(N3CCN(Cc4ccc5c(c4)OCO5)CC3)CC2)cc1	-7%	-1%	i	27%	3%
Cc1ccc(SCC(=O)N(Cc2nc(-c3ccccc3)no2)C(C)C)cc1	-2%	16%	6.5%	-9%	3%
O=C(NCCCn1ccnc1)C(=O)NCC1OCCCN1S(=O)(=O)c1ccc(Cl)cc1 (centres undefined)	-2%	1%	1.5%	-8%	-3%
O=c1cnn([C@@H]2O[C@H](CO)[C@@H](O)[C@H]2O)c(=O)[nH]1	0%	8%	?	2%	0%
CCSc1ccccc1C(=O)N=C1NC(=O)CC2C(=O)NCCN12 (centres undefined)	3%	0%	i	2%	1%
COc1ccc(/C=C(\C)c2nc(C)c(-c3ccccc3)c(=O)[nH]2)cc1	0%	-6%	0.1%	2%	11%
CCN(C(=O)COC(=O)/C=C/c1ccc2c(c1)OCO2)c1c(N)n(Cc2ccccc2)c(=O)[nH]c1=O	/	/	2.2%	/	-12%
COCCNC(=O)CSc1ccccc1C(=O)NC1CCCc2ccccc21 (centres undefined)	0%	-11%	1.1%	-6%	8%
CCOc1nc(-c2ccncc2)nc2ccccc12	11%	9%	1.9%	5%	-2%
COc1cc(-c2csc(N3CCOCC3)n2)cc(OC)c1OC	-2%	6%	2.5%	6%	1%
C[C@]12N[C@H](Cc3ccccc31)c1ccccc12	3%	-6%	0.7%	-21%	-4%&0%
OCCNCCNCc1ccccc1OCc1ccccc1	-8%	16%	0.1%	-5%	-16%
C=CCn1c(SCc2ccc(F)cc2)nc2c1c(=O)[nH]c(=O)n2C	1%	25%	5.6%	/	7%
CN(Cc1ccccc1)C(=O)c1ccc(NC(=O)Cc2ccc(NC(=O)C3CCN(C(=O)C4CCC4)CC3)cc2)cc1	/	/	i	/	4%
O=C(Nc1ccc(F)cc1F)c1sccc1SCc1cccc(C(F)(F)F)c1	1%	14%	i	-12%	4%
COc1cccc(N2CCN(c3ccc(N4C(=O)CCC4=O)cc3[N+](=O)[O-])CC2)c1	3%	2%	0.7%	16%	12%
O=C(CNC(=O)c1ccccc1)Sc1ccccc1	/	/	0.1%	/	-4%
CCOc1ncccc1C(=O)NCCCSc1ccccc1	9%	29%	i	8%	-2%
CCOc1ccc(NC(=O)CSCC(=O)O)cc1	-14%	-5%	i	-2%	-23%
CC(=O)c1ccc(NC(=O)C2(S(=O)(=O)c3ccccc3)CC2)cc1	15%	-3%	0.1%	4%	2%
O=C(COC(=O)c1c2c(nc3ccccc13)CCCCC2)c1ccc(Cl)s1	?	63%	7.3%	9%	12%

4 entries picked at random from those above, as already listed:
SMILES	H37Rv inhibition	M. tuberculosis	inhibitors of VEEV	Salmonella PhoP GFP	influenza NS1A	others
CCOc1ncccc1C(=O)NCCCSc1ccccc1	9%	29%	i	8%	-2%
CCOc1ccc(NC(=O)CSCC(=O)O)cc1	-14%	-5%	i	-2%	-23%
OCCNCCNCc1ccccc1OCc1ccccc1	-8%	16%	0.1%	-5%	-16%
CC(=O)c1ccc(NC(=O)C2(S(=O)(=O)c3ccccc3)CC2)cc1	15%	-3%	0.1%	4%	2%

The results go on.
SMILES	H37Rv inhibition	M. tuberculosis	inhibitors of VEEV	Salmonella PhoP GFP	influenza NS1A	others
Cc1cccc(C(C#N)c2ccc(Cl)nn2)c1 (centres undefined)	-1%	8%	i	4%	/
Cc1cc(C)n2nc(SCC(=O)N3CC(C)CC(C)C3)nc2n1 (centres undefined)	-8%	-2%	i	/	-1%
Cc1c(NC(=O)Nc2cccc(C#N)c2)c(=O)n(-c2ccccc2)n1C	9%	3%	0.2%	-1%	-9%
CN(C(=O)c1ccncc1)c1nnc(-c2cnccn2)s1	0%	-1%	0.6%	-7%	15%
O=C(OCC(=O)N1CCN(Cc2ccccc2)CC1)c1ccc(Cl)cc1	?	?	0.2%	19%	-2%
CC1(C)CN=C(NC2CCCCC2)S1	4%	0%	1.8%	8%	-5%
COc1cccc(-c2cc(C(=O)Nc3ccc(OC)c(OC)c3)no2)c1	2%	22%	0.5%	-1%	6%
CC1C(=O)N(c2ccc(S(=O)(=O)N(C)C)cc2)C1(/C=C/c1ccccc1)C(=O)NC1CCCC1 (centres undefined)	-9%	9%	0.2%	1%	2%
Cc1ccsc1CN(C)CC(=O)Nc1ccc([N+](=O)[O-])cc1Cl	6%	50%	i	11%	6%
CONc1nc2nonc2nc1NOC	4%	-2%	i	-8%	-3%
COc1ccccc1NC(=O)CCSc1nnc(-c2ccncc2)o1	3%	33%	1.4%	6%	5%
Cc1ccc(-c2nc3ccccc3c(=O)n2Cc2ccccc2)cc1	-10%	24%	1.5%	-2%	10%
CC(=O)c1sc(NC(=O)c2cccs2)nc1C	4%	-5%	i	5%	-6%
CCOc1ccc(Nc2nc(Cc3nnc(SCC(=O)NC4CCCC4)n3C)cs2)cc1	2%	41%	0.5%	-21%	3%
CCN(CC)CCC=C(c1cccs1)c1cccs1	/	/	0.1%	/	4%
Cc1ccc(S(=O)(=O)c2nnn3c2nc(N2CCOCC2)c2ccccc23)c(C)c1	-7%	9%	2.5%	14%	1%
COC(=O)c1oc2ccc(Cl)cc2c1N	-1%	-13%	7.8%	-1%	10%
O=C(/C=C\c1ccc(-c2cccc([N+](=O)[O-])c2)o1)N1CCOCC1	1%	25%	10%	3%	-3%
COc1ccc(S(=O)(=O)N(CC(=O)NCCC(C)C)c2ccccc2)cc1OC	-6%	-8%	i	3%	5%
COc1ccc(Cl)cc1NC(=O)Cn1nc(-c2ccc(C)cc2)n(C)c1=S	0%	-8%	i	-6%	-3%
COc1cccc(C2CC(c3cccs3)=NN2C(=O)CCC(=O)O)c1OC (centres undefined)	-8%	6%	i	-3%	-2%
CC1=CC(C)(C)n2c(O)c(N=N)c3c(C)ccc1c32	7%	20%	1.5%	4%	12%
O=[N+]([O-])c1cc(C(F)(F)F)ccc1Sc1nccn1Cc1ccccc1	-11%	26%	3.6%	3%	5%
CC1CN(S(=O)(=O)c2ccc(C(=O)Nc3nncs3)cc2)CC(C)O1 (centres undefined)	0%	7%	i	/	-10%
CC(NC(=O)CCNC(=O)c1ccccc1Cl)C1CC2CCC1C2 (centres undefined)	1%	6%	i	-8%	4%
O=C(NCCSCc1c(F)cccc1Cl)c1ccco1	-3%	20%	1.1%	0%	1%
Cc1noc(C)c1CSc1ccccc1C(=O)Nc1nccs1	-8%	3%	1.6%	5%	-3%
O=C(Nc1ccc(Cl)cc1C(=O)NCc1cccnc1)c1ccco1	5%	0%	i	4%	4%
O=C(c1cnccn1)N1CCc2ccccc21	-2%	-3%	2.0%	5%	-2%
O=C(Cn1[nH]c(=O)c2ccccc2c1=O)NC1CCCCCC1	-6%	-8%	0.8%	6%	-5%
O=C(Nc1ccccc1)NC1CCCCC1	8%	1%	1.5%	0%	-20%
